# 5HT1a antag – antagonists of human 5-HT1a serotonin receptor; CHO 5-HT1a Ga15 NFAT-bla reporter, antagonist mode; inhibition, % at 10 µM; 0.68% of 62,000 active; AID 612;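 active = inhibition above the mean of all tested compounds plus 3 SD, cut at about 43% in these data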;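 also: receptor stimulated by 5-CT agonist at 100 nM near EC80; beta-lactamase reporter measured by ratiometric fluorescence of a cleavable substrate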
# Target sequence (P08908 whole entry, looked up): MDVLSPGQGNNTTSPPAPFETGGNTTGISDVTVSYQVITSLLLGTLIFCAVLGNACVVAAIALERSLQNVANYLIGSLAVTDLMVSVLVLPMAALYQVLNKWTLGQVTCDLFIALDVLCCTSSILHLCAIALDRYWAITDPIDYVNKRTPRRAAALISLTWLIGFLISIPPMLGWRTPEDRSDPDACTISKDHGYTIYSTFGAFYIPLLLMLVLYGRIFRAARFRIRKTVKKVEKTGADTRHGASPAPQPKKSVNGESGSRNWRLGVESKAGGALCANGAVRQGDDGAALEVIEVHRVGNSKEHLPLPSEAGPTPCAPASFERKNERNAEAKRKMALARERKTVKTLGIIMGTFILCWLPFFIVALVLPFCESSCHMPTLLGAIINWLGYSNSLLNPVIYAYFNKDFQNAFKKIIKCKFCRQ
# 5HT1E ag – 5-HT1E (human) receptor agonism; P28566; CHO 5-HT1E Ga15 NFAT-bla reporter, FRET; 0% DMSO wells, 100% control agonist wells; activation, % at 6 µM; 0.69% of 65,000 active;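 active = activation above a set limit, the screen-wide mean activation plus 3 SD, cut at about 8.5% in these data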;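 also: 100% = positive control agonist at 1 µM giving full maximal response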
# Ecoli tolC – E. coli tolC mutant growth inhibition; E. coli BW25113 tolC mutant growth, OD615; growth inhibition, % at 10 µM (by protocol); 2.2% of 65,000 active; AID 573;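 active = growth inhibition at or above a cutoff equal to the mean over every tested compound plus 3 SD, cut at about 60% in these data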;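 also: growth measured after 20 h incubation at 37 °C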
#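 Test system: tolC-deleted E. coli BW25113 | Medium: LB with kanamycin 50 µg/mL | Compound dosing: Single concentration, 10 µM final per compound | Schedule: 37 °C, 20 h exposure | Measured by: OD at 615 nm | Evaluation: Percent growth inhibition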
# SF1 activator – activators of human nuclear receptor SF-1. AID 522. 1.9% of 65,000 active. CHO-K1 Gal4-SF-1 LBD luciferase reporter; % increase over DMSO SF-1-specific signal. activation, % at 10 µM;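 active = activation above the mean activation of all tested compounds plus 3 SD, cut at about 50% in these data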
# Target sequence (Q13285 whole entry, looked up, the tested form may be a part): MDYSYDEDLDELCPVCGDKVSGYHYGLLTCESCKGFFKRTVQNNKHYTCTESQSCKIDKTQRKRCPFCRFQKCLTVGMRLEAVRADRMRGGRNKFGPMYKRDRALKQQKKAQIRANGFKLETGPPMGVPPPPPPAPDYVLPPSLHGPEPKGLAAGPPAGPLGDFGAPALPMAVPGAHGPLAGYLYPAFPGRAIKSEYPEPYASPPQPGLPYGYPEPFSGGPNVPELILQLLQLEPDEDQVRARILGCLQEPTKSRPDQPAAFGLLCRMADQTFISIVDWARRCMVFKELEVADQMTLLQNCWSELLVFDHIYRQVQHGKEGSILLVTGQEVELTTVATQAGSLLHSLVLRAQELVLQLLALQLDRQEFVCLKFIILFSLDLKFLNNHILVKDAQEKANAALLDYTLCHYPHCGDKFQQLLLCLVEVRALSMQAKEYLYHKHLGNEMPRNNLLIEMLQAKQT
#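 System: CHO-K1 cells with Gal4–hSF-1 LBD chimera plus Gal4-driven luciferase; quantity: 4,000 CHO-K1 cells per well; compound: one dose, 10 µM compound, 1% DMSO; times: 20 h compound treatment, 37 °C; measured by: SteadyLite luciferase luminescence; read-out: percent activation versus DMSO; benchmarks: DMSO and mock-transfected background; replicates: one test per compound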
# MMP-13 inhibitor – MMP13 (human) collagenase inhibition; 0.07% of 65,000 active; inhibition, % at 4 µM; MMP-13 fTHP FRET cleavage, Mca fluorescence;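 active = inhibition above the mean of compound-free control plate wells plus 3 SD, cut at about 14% in these data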;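 also: 0% = DMSO wells and 100% = wells with reference MMP-13 inhibitor after basal subtraction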
# RORA act – RORA (human) activation. P35398. CHO-K1 Gal4-RORA LBD luciferase reporter, luminescence; percent increase over mock-subtracted basal signal. activation, % at 10 µM. 1.5% of 65,000 active;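 active = activation above the mean of all tested compounds plus 3 SD, cut at about 49% in these data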;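 also: 0% = DMSO-treated RORA cells and 100% = added signal equal to DMSO minus mock-transfected cells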
# NADH enzymes – inhibition of NAD/NADH coupling enzymes, library profiling; coupled PK/LDH NADH assays, four targets; IC50, µM (highest dose often 10 µM), inactives show at the highest dose inhibition; 0.02% of 65,000 active; AID 774;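 active = single-dose screening hits from any of four coupled enzyme assays that gave an IC50 when retested across doses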;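 also: the DPM-DC format reads NADH fluorescence rather than 340 nm absorbance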
# 5HT1a ag – activates the human 5-HT1a serotonin receptor; 0.56% of 65,000 active; activation, % at 10 µM; P08908; CHO 5-HT1a Ga15 NFAT-bla reporter, FRET ratio; 0% basal, 100% maximal reference agonist;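 active = activation above the screen-wide mean activation plus 3 SD, cut at about 19% in these data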;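 also: 0% = DMSO wells and 100% = 5-CT at EC100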
# 5HT1E antag – 5-HT1E (human) receptor antagonism. 0.99% of 65,000 active. AID 571. CHO 5-HT1E Ga15 NFAT-bla reporter, FRET, antagonist. inhibition, % at 6 µM;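 active = inhibition above a set limit, the mean inhibition across every tested compound plus 3 SD, cut at about 29% in these data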;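 also: signal is the 460 over 535 nm emission ratio of beta-lactamase substrate; 0% = agonist plus DMSO wells and 100% = wells without agonist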
# * hit, by the source's call; · = not tested or not shown; [ ] = another dose, or the depositor's remark. Rows were taken by chance. Share with any hit: about 7.2%.
SMILES,5HT1a antag,5HT1E ag,Ecoli tolC,SF1 activator,MMP-13 inhibitor,RORA act,NADH enzymes,5HT1a ag,5HT1E antag
CNC(=O)CN(C1CCCCC1)S(=O)(=O)c1ccc(OC)c(Cl)c1,-1.0,-0.7,2.0,-0.9,3.2,6.3,7.0%,-0.4,-3.2
FC(F)(F)c1cccc(N2CCN(c3ccc4nnc(-c5ccccc5)n4n3)CC2)c1,-26.5,-0.1,-19.8,-17.7,0.5,-7.8,2.0%,7.2,2.3
Cc1nc2sc(C(c3ccc(Cl)cc3)N3CCN(CCO)CC3)c(O)n2n1 (centres undefined),1.2,-0.5,-5.2,-8.4,0.4,-4.3,7.0%,-1.0,-1.0
O=c1oc2ccccc2n1CSC1=NCCS1,8.0,0.3,-6.2,-32.0,-4.7,-35.4,3.0%,-1.5,15.4
CCOC(=O)C1CCCN(CC(=O)Nc2c(C(=O)OC)[nH]c3ccc(Br)cc23)C1 (centres undefined),16.7,-0.2,58.2,22.3,-3.3,35.5,5.0%,1.4,4.5
NC(=O)C[C@@H]1N[C@]2(C(=O)Nc3ccccc32)[C@@H]2C(=O)N(c3cc(C(F)(F)F)ccc3Cl)C(=O)[C@H]12,8.5,-0.5,-5.5,-15.0,6.4,-15.4,7.0%,-3.8,1.0
CS(=O)(=O)c1ccc2nc(N)sc2c1,-2.8,-1.1,-15.6,2.9,-2.8,-0.8,6.0%,-4.1,2.4
COC(=O)C1CCC(C)(C(=O)Nc2ccccc2)C1(C)C (centres undefined),-4.1,-0.8,-10.1,9.4,-6.3,1.7,2.0%,-3.3,-0.4
COc1ccc(NC(=O)CSC2=C(C#N)C(c3ccco3)C3=C(CCCC3=O)N2)c(OC)c1 (centres undefined),·,-0.6,7.9,-20.0,-3.2,5.8,4.0%,2.4,16.6
CC(NC(=O)c1ccc2c(c1)OCO2)C(c1cccs1)N1CCOCC1 (centres undefined),3.0,0.2,-3.8,-1.6,-1.2,-12.6,4.0%,-2.5,-1.2
C=CCN(C(=O)CNS(=O)(=O)c1ccccc1)C(C(=O)NCCOC)c1ccncc1 (centres undefined),6.2,-1.1,-27.2,4.3,-7.5,-2.8,2.0%,-1.5,4.2
O=c1[nH]c(C2CCCN(S(=O)(=O)c3ccccc3)C2)nc2c1nnn2Cc1ccccc1 (centres undefined),-0.4,0.5,23.6,0.8,0.0,0.8,3.0%,2.6,8.0
CC(=O)Nc1c(C(=O)O)oc2ccccc12,6.9,0.7,-13.8,-1.7,0.5,18.8,5.0%,-5.3,-12.3
CCC(=O)N(c1ccc(F)cc1)C1C=CS(=O)(=O)C1 (centres undefined),10.0,0.2,-8.9,11.1,-1.2,16.0,7.0%,-2.9,-0.5
OCCOCCOCCn1c2ccccc2c2ccccc21,0.5,2.5,4.2,5.0,0.8,8.0,7.0%,1.3,-0.4
O=C1CC(N2CCC(O)CC2)C(=O)N1c1ccc(Br)cc1 (centres undefined),-5.8,-0.8,-7.2,-18.3,6.6,20.5,1.0%,0.4,-0.8
CN(Cc1ccccc1)Cc1nc2c([nH]1)c(=O)n(C)c(=O)n2C,9.2,-0.1,-4.8,6.1,-0.4,4.5,5.0%,0.9,0.5
Cc1c(N=C2NC(=O)C(CC(=O)Nc3ccc(Cl)cc3)S2)c(=O)n(-c2ccccc2)n1C (centres undefined),-0.1,0.1,0.0,-20.1,-5.0,-15.1,5.0%,-1.0,-9.7
COc1cccc(NC(=O)CN2C(=O)C3(OCCCO3)c3ccccc32)c1,8.4,-0.8,-10.6,2.2,0.7,-19.1,2.0%,-1.4,-3.9
Brc1ccc2nc(CSc3ncn[nH]3)cn2c1,2.7,-0.4,-1.3,33.3,0.9,-1.4,6.0%,-2.2,13.8

# As a short view, part of the list above:
SMILES,5HT1a antag,5HT1E ag,Ecoli tolC,SF1 activator,MMP-13 inhibitor,RORA act,NADH enzymes,5HT1a ag,5HT1E antag
OCCOCCOCCn1c2ccccc2c2ccccc21,0.5,2.5,4.2,5.0,0.8,8.0,7.0%,1.3,-0.4
O=C1CC(N2CCC(O)CC2)C(=O)N1c1ccc(Br)cc1 (centres undefined),-5.8,-0.8,-7.2,-18.3,6.6,20.5,1.0%,0.4,-0.8
CN(Cc1ccccc1)Cc1nc2c([nH]1)c(=O)n(C)c(=O)n2C,9.2,-0.1,-4.8,6.1,-0.4,4.5,5.0%,0.9,0.5
Cc1c(N=C2NC(=O)C(CC(=O)Nc3ccc(Cl)cc3)S2)c(=O)n(-c2ccccc2)n1C (centres undefined),-0.1,0.1,0.0,-20.1,-5.0,-15.1,5.0%,-1.0,-9.7
COc1cccc(NC(=O)CN2C(=O)C3(OCCCO3)c3ccccc32)c1,8.4,-0.8,-10.6,2.2,0.7,-19.1,2.0%,-1.4,-3.9
Brc1ccc2nc(CSc3ncn[nH]3)cn2c1,2.7,-0.4,-1.3,33.3,0.9,-1.4,6.0%,-2.2,13.8

# Next part.
SMILES,5HT1a antag,5HT1E ag,Ecoli tolC,SF1 activator,MMP-13 inhibitor,RORA act,NADH enzymes,5HT1a ag,5HT1E antag
CCn1c(SCc2ccccc2)nnc1-c1ccc(S(=O)(=O)N2CCCCC2)cc1,14.2,0.7,20.9,-7.1,-8.9,-20.8,5.0%,0.5,11.3
c1ccc(N(c2ccccc2)c2nc(N3CCCC3)nc(-n3ccnc3)n2)cc1,30.8,1.4,5.8,-6.7,8.4,-18.8,4.0%,2.4,9.8
Cn1c(=O)n(Cc2ccccc2)c(=O)c2c1nc1n2CCCN1C1CCCCC1,-1.7,0.6,12.0,-0.5,0.1,0.8,2.0%,-0.1,-6.4
O=C(CCn1cnc2ccccc2c1=O)Nc1nc2c(s1)CCCC2,9.1,-0.6,3.2,6.4,4.3,4.6,4.0%,1.0,-9.9
CC(=O)N1c2ccccc2N(Cc2ccc(C)cc2C)C(=O)C1(C)C,21.4,1.1,21.8,-8.3,0.3,20.4,7.0%,0.1,18.3
Cc1cccc(OCc2nnc(SCC(=O)Nc3cc(C)on3)n2C)c1,10.6,-0.7,3.3,1.2,-5.6,-26.3,5.0%,0.0,2.3
CCN(CC)S(=O)(=O)c1ccc(C(=O)Nc2c3c(nn2C(C)(C)C)CS(=O)(=O)C3)cc1,-1.3,-0.2,-10.1,15.6,4.1,4.6,5.0%,2.8,-4.3
Cc1cc(C)cc(NC(=O)CSc2nnc(Cn3c(=O)sc4ccccc43)n2C)c1,-3.6,-0.3,-1.6,-10.5,-1.2,-1.3,3.0%,0.1,-3.3
CCOC(=O)c1c(C)c(C(=O)NC(C)COC)c(C)n1CC (centres undefined),5.4,-0.8,2.7,-5.9,1.5,-3.9,2.0%,-3.0,6.8
Cc1ccc(C)c(NC(=O)C2CC(O)CN2C(=O)OCc2ccccc2)c1 (centres undefined),2.7,-1.4,-13.4,3.5,3.0,-6.0,0.0%,-1.2,9.6

# Grouped by structure: the entries above with a furan ring, fused or not
SMILES,5HT1a antag,5HT1E ag,Ecoli tolC,SF1 activator,MMP-13 inhibitor,RORA act,NADH enzymes,5HT1a ag,5HT1E antag
COc1ccc(NC(=O)CSC2=C(C#N)C(c3ccco3)C3=C(CCCC3=O)N2)c(OC)c1 (centres undefined),·,-0.6,7.9,-20.0,-3.2,5.8,4.0%,2.4,16.6
CC(=O)Nc1c(C(=O)O)oc2ccccc12,6.9,0.7,-13.8,-1.7,0.5,18.8,5.0%,-5.3,-12.3

# Next section:
SMILES,5HT1a antag,5HT1E ag,Ecoli tolC,SF1 activator,MMP-13 inhibitor,RORA act,NADH enzymes,5HT1a ag,5HT1E antag
Cc1cc(C(=O)COC(=O)c2cccs2)c(C)n1-c1c(C)n(C)n(-c2ccccc2)c1=O,-3.7,-0.2,-7.2,-8.9,0.7,-15.9,7.0%,-3.7,-6.5
CCOC(=O)c1ccccc1NC(=O)c1cncc(Br)c1,-9.5,0.1,-10.5,-3.0,-1.3,-12.6,1.0%,-0.1,-6.4
CCOc1cc(NC(=O)c2cnccn2)c(OCC)cc1NC(=O)c1ccc(OC)cc1,-3.4,1.4,-5.9,-5.7,2.4,-1.1,6.0%,-3.6,-7.7
Cc1ccc2c(c1)N(CC(=O)NC1CCCc3ccccc31)C(=O)CO2 (centres undefined),28.0,-0.3,-16.0,-16.6,0.0,-2.0,6.0%,-2.0,5.3
CCC(C)NC(=O)c1c(-c2cc(Cl)c(OC)c(Cl)c2)noc1C (centres undefined),-4.5,1.5,0.3,-12.9,1.2,-22.6,6.0%,-0.6,-8.1
O=C(CCc1ccccc1)Nc1ccc(NC(=O)C2CC2)nc1,11.1,-1.0,-2.0,3.5,-1.3,-0.3,3.0%,-2.5,7.4
CCn1c(SC)nc2c(c1=O)SC(C)C2 (centres undefined),-3.0,0.1,-3.1,-8.0,-91.5,-11.7,3.0%,-2.0,4.2
O=C(Nc1nnc(-c2ccc3c(c2)OCCO3)o1)c1ccc(Cc2ccccc2)cc1,-5.8,0.3,100.0*,12.4,-28.5,12.8,5.0%[fluoresces],0.1,12.1
COCCn1nnnc1C(C(C)C)N1CCN(C(=O)c2ccco2)CC1 (centres undefined),2.8,-1.2,-15.6,-8.3,3.5,-10.8,5.0%,-1.1,4.9
O=C(Nc1ccc(F)c(F)c1)c1ccc(F)c(S(=O)(=O)N2CCOCC2)c1,0.5,-0.6,-5.0,-7.2,3.1,-12.9,8.0%,-1.1,3.1
O=C1CC(c2ccco2)Cc2nc(Nc3nc(-c4ccccc4)c4ccccc4n3)ncc21 (centres undefined),9.5,1.7,-4.0,-15.9,-4.9,7.3,9.0%,0.0,-8.3
CCCCn1c(CN2CCN(c3cccc(Cl)c3)CC2)nc2c1c(=O)[nH]c(=O)n2C,9.0,1.5,4.6,15.2,-1.3,48.4,6.0%,0.9,8.3
